Compound activity (PubChem BioAssay)
INS-1E GSIS act: primary screen for activators of insulin secretion dependent on glucose, INS-1E cells, GLuc reporter luminescence; activation, % at 16.6 µM; INS-1E GLuc reporter insulin secretion, 2-3 h; AID 743287; hit rate 0.61% among 370,000;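 active = lowest replicate activation of at least 40%, so every replicate reaches that level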;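 note: 0% = median of neutral control wells and 100% = median of IBMX positive control wells; some compounds called inactive have numbers as strong as hits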
FN deposition inh: fibronectin deposition inhibition | inhibition, % at 12.6 µM | AH1F fibroblasts, Alexa488-fibronectin deposition fluorescence, overnight | hit rate 0.086% among 350,000 | AID 743247;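 active = mean inhibition across replicates of 30% or more, regardless of how many single replicates reach that level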;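 note: positive control wells lacked labelled fibronectin entirely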
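Assay system: AH1F fibroblasts assembling fluorescent fibronectin matrix; Amount: 10000 AH1F cells per well; Buffer or medium: DMEM, 2% serum; Probe or stimulus: Alexa488-fibronectin, 24 nM final in well; Doses: single compound dose, delivered by pin transfer; Incubation: 1 h adhesion, overnight exposure; Measured by: fluorescence 485/525 nm; Read-out: fibronectin deposition inhibition.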
The depositor's hits bear a star.

SMILES	INS-1E GSIS act	FN deposition inh
CCOC(=O)c1nn(-c2ccc(Cl)cc2)c2nnc(Cc3ccc(C)cc3)c(=O)n12	-1	-2
Cc1ccccc1N=Cc1cc2c(cc1O)OC(N)=C(C#N)C2c1ccccc1 (centres undefined)	-50	4
O=c1c2cc(Cl)ccc2[nH]c(=S)n1Cc1ccccn1	19	-3
Cc1ccc(Cl)cc1OCC(=O)NCCOC(=O)Nc1sc(=S)n(C)c1C	-23	3
CCC(C)/C(C)=N/NC(=O)c1cn(-c2ccccc2)nc1-c1ccccc1 (centres undefined)	-20	-5
Cc1ccc(NC(=S)N/N=C/c2c(Cl)cccc2Cl)c(C)c1	-1	5
O=C(N=C1c2ccccc2CN1c1ccc(F)c(Cl)c1)c1cccnc1Cl	-10	14
CCCCCN(C(=O)NC(=O)Nc1ccccc1C)S(=O)(=O)c1ccccc1	-8	0
Cc1ccc(NC(=O)c2cc(N3C(=O)C=CC3=O)ccc2N2CCOCC2)cc1Cl	28	7
O=C(NCCc1ccccc1)C(c1cccs1)N(C(=O)CCl)c1ccc(Cl)cc1 (centres undefined)	14	9
CC1(C)CC(O)C(C(O)c2cccc([N+](=O)[O-])c2)C(C)(C)N1 (centres undefined)	5	-6
CCOC(=O)C1=C(C)NC2=C(C(=O)c3ccccc32)C1c1ccc(O)cc1 (centres undefined)	6	2
CC[C@H]1CC=CC[C@@H](C)Oc2ccccc2C(=O)N(C)[C@@H](C(C)C)C(=O)N1 (mixture of isomers)	13	-8
Cc1ccc(Cn2cc(S(=O)(=O)c3ccc(C(C)C)cc3)c(=O)c3cc4c(cc32)OCO4)cc1	-19	0
O=C(/C=C/c1ccc(Cl)cc1Cl)NCCSc1ccccc1	-17	1
NC(=O)c1ccccc1NC(=O)Nc1ccccc1Cl	-12	8
CCCCCCCNC(=O)CC(NS(=O)(=O)c1ccc(NC(C)=O)cc1)C(C)C (centres undefined)	0	5
COc1cccc(C(=O)Nc2ccc3c(c2)OC[C@@H](C)N(C(C)=O)C[C@H](C)[C@@H](OC)CN(C)C3=O)c1	-9	3
Cc1occc1C(=O)Nc1cccc([N+](=O)[O-])c1	9	0
Cc1cc(N)ccc1-n1nc2ccccc2n1	-6	-9
COc1ccc2c3c(n(C)c2c1)[C@@H](CO)N(C(=O)CN1CCOCC1)CC31CCN(Cc2ccncc2)CC1	-6	-6
O=C(CN1N=C(c2ccccc2)CCC1=O)NCc1ccco1	-7	-1
C[C@@H]1CN([C@H](C)CO)C(=O)c2ccccc2-c2ccccc2CO[C@@H]1CN(C)C(=O)[C@@H](Cc1ccccc1)N(C)C	5	-2
N#C/C(=C\c1cccc(NC(=O)c2ccccc2Cl)c1)C(=O)NCCc1ccccc1	5	0
COc1ccc(/C=N/NC(=S)NCc2ccccc2)cc1OC	16	28

For reference, some entries already given:
SMILES	INS-1E GSIS act	FN deposition inh
Cc1occc1C(=O)Nc1cccc([N+](=O)[O-])c1	9	0
Cc1cc(N)ccc1-n1nc2ccccc2n1	-6	-9
COc1ccc2c3c(n(C)c2c1)[C@@H](CO)N(C(=O)CN1CCOCC1)CC31CCN(Cc2ccncc2)CC1	-6	-6
O=C(CN1N=C(c2ccccc2)CCC1=O)NCc1ccco1	-7	-1
C[C@@H]1CN([C@H](C)CO)C(=O)c2ccccc2-c2ccccc2CO[C@@H]1CN(C)C(=O)[C@@H](Cc1ccccc1)N(C)C	5	-2
N#C/C(=C\c1cccc(NC(=O)c2ccccc2Cl)c1)C(=O)NCCc1ccccc1	5	0
COc1ccc(/C=N/NC(=S)NCc2ccccc2)cc1OC	16	28

Three of the entries above in order of their number in INS-1E GSIS act, lowest first:
SMILES | INS-1E GSIS act
CCC(C)/C(C)=N/NC(=O)c1cn(-c2ccccc2)nc1-c1ccccc1 (centres undefined) | -20
COc1ccc2c3c(n(C)c2c1)[C@@H](CO)N(C(=O)CN1CCOCC1)CC31CCN(Cc2ccncc2)CC1 | -6
Cc1ccc(NC(=S)N/N=C/c2c(Cl)cccc2Cl)c(C)c1 | -1

Next section.
SMILES	INS-1E GSIS act	FN deposition inh
Cc1cccc(CC(=O)N2CCN=C2SCc2ccc([N+](=O)[O-])cc2)c1	-21	-3
COc1cccc(/C=N/NC(=O)C[n+]2ccccc2)c1O	15	-7
COc1ccccc1/C=C/C(=O)Nc1cccc(C(C)=O)c1	4	-2
COc1cc(C(=O)NCc2nnc(SCC(=O)Nc3nc4ccc(C)cc4s3)o2)cc(OC)c1OC	-2	-8
Cc1ccc(OCCC(=O)NCCc2ccc(S(N)(=O)=O)cc2)cc1	0	-1
NC(=O)c1ccc(N2CCOCC2)nc1	-4	18
S=C(NCCc1ccccn1)NC1CCCCC1	18	9
Cc1ccc(C(=O)N/C(=C\c2cccs2)C(=O)NCCCn2ccnc2)cc1	16	-8
Cc1ccccc1/C=C\c1nc2ccccc2c(=O)n1Cc1ccccc1	-16	-7
O=C1C[C@@H](c2ccccc2)C(=O)N[C@@H](c2ccccc2)C/C=C\C[C@H](c2ccccc2)N1	15	-26
CC(NC(=O)OCc1ccccc1)C(=O)Oc1cc2oc(=O)cc(-c3ccccc3)c2cc1Cl (centres undefined)	-27	3
CCn1cc(C2C3=C(CC(C)(C)CC3=O)N(c3ccccc3)C3=C2C(=O)CC(C)(C)C3)c(C)n1	-3	-4
Cc1cc(C)n(-c2ccc(C)c(Cl)c2)n1	-13	-15
Cc1cccc(OC(C)C(=O)NCc2ccc(S(N)(=O)=O)cc2)c1 (centres undefined)	-12	-1
Cc1cccc(N2CCN(C(=S)c3ccc([N+](=O)[O-])cc3)CC2)c1	-2	-13
COc1ccc(N2CCN(C(=O)CN3CCN(C(c4ccccc4)c4ccccc4)CC3)CC2)cc1	-23	-1
Cc1csc(NC(=O)c2ccc(C)c([N+](=O)[O-])c2)n1	7	-4
CCCC(=O)Nc1cc(OC)c(C(=O)OC)cc1Cl	-1	-11
O=C(c1cc([N+](=O)[O-])ccc1Cl)N1CCN(c2ccccc2)CC1	1	2
C[C@@H]1C(=O)N[C@@H](c2ccc(F)cc2)CC=CC[C@H](C)Oc2ccccc2C(=O)N1C (mixture of isomers)	-1	-12
C[C@H]1COCn2nncc2CCCC(=O)N1	13	2
COc1ccc(OCC(O)CN2CCN(c3ncccn3)CC2)cc1 (centres undefined)	4	0
Cc1onc(-c2ccccc2)c1C(=O)N/N=C/c1ccc([N+](=O)[O-])s1	-10	6
COc1ccc(Nc2nc3c(C)cccc3cc2C#N)c(OC)c1	42	5
O=C(Cn1cnc2ccccc21)N/N=C/C(Br)=C/c1ccccc1	-15	-5
(cont.)
SMILES	INS-1E GSIS act	FN deposition inh
Cc1cccc(/C=N/n2c(-c3ccncc3)n[nH]c2=S)c1	45	4
O=C(CCc1nnc(CCCc2ccccc2)o1)NC(C1CC1)C1CC1	-1	-5
CCn1c(SCC(=O)N/N=C/c2ccc(C)o2)nnc1-c1ccc(C(C)(C)C)cc1	-4	-4
Fc1cc(NCc2ccccc2)nc(NCc2ccccc2)n1	-23	0
CC(C)C(=O)Nc1nc2ccc(S(C)(=O)=O)cc2s1	3	8
O=C(Nc1ccccc1)/C(=C\c1cccs1)NC(=O)c1ccccc1	7	14
Cc1cccc(C)c1C(=NCCCN(C)C)c1ccccc1	13	5
COC(=O)CN1C(=S)N(c2ccc(OC)cc2)C(=O)/C1=C/c1cccs1	-13	3
O=C(O)CCn1cc(/C=C2/NC(=S)N(c3ccccc3)C2=O)c(-c2ccccc2)n1	8	5
CC(C)(C)c1ccc(C(=O)NC(=S)Nc2sc3c(c2C#N)CCC3)cc1	-2	-5
COc1ccc(N(CCCN2C(=O)c3cccc4cccc(c34)C2=O)C(=O)c2cccc(OC)c2)cc1	-1	1
C[C@@H]1CCn2cc(nn2)COC[C@H](c2ccccc2)NC1=O	-5	-1
CNC1=C(N(C(C)=O)c2ccc(Br)cc2)C(=O)c2ccccc2C1=O	-29	19
CC(C)[C@H]1C(=O)N[C@@H](c2ccc3c(c2)OCO3)CC=CC[C@H](C)Oc2ccccc2C(=O)N1C (mixture of isomers)	-8	-7
O=C(/C=C/c1ccc(Br)cc1)NCc1cccs1	5	10
CCOc1ccc(/C=N/Nc2ccc(C(F)(F)F)cc2[N+](=O)[O-])cc1O	-1	10
Oc1ccc(O)c(-c2cnns2)c1	11	0
CCc1ccc(NC(=O)C(=O)NCCN2CCN(Cc3ccc([N+](=O)[O-])cc3)CC2)cc1	8	1
CCOC(=O)c1ccc(N/C(=N\S(=O)(=O)c2ccc(F)cc2F)c2ccccc2)cc1	-21	-4
N#Cc1ccc(N2Cc3ccccc3C2=NC(=O)c2cccs2)cc1	4	-1
O=C(CN1C(=O)/C(=C\c2ccccc2F)SC1=S)Nc1nc2ccccc2s1	-7	-2
CC1=NN(c2ccc([N+](=O)[O-])cc2)C(=O)/C1=C\N(C)C	-3	1
Cc1csc(NC(=O)c2cc(-c3ccccc3)nc3ccccc23)n1	-23	-11
COc1cccc(C(=O)Nc2ccc(S(=O)(=O)Nc3nccc(C)n3)cc2)c1	6	1
CN(CC(=O)OCC(=O)c1c(N)n(C)c(=O)n(C)c1=O)S(=O)(=O)c1ccc(Cl)cc1	-10	-24
(continued)
SMILES	INS-1E GSIS act	FN deposition inh
Cc1ccc(CCc2nnc(SCC(=O)Nc3cc(Cl)ccc3Cl)n2-c2ccccc2)o1	-32	9
COC(CN(C(=O)CCl)C(C(=O)NC1CCCCC1)c1ccccc1C)OC (centres undefined)	-18	2
COc1ccc(CNC(=O)Nc2cccc(C(F)(F)F)c2)cc1OC	-10	4
Cc1ccc2[nH]c3c(N4CCN(Cc5ccc6c(c5)OCO6)CC4)ncnc3c2c1	19	3
COC(=O)c1cnn(-c2nc(OC)cc(OC)n2)c1C	0	1
CC12CCC(C(=O)NNc3ccc([N+](=O)[O-])cc3)(CC1=O)C2(C)C (centres undefined)	-3	3
COCC(=O)Nc1ccc2c(c1)OC[C@@H](C)N(Cc1cncnc1)C[C@H](C)[C@H](OC)CN(C)C2=O	20	1
CN(C)S(=O)(=O)c1cc(NC(=O)COC(=O)c2ccc3c(c2)OCO3)ccc1Cl	-1	6
Cc1c(Cl)cccc1NC(=S)NC1CCN(Cc2ccccc2)CC1	-21	3
COc1cc(C2=NOC(C(=O)Nc3ccc(C)cc3)C2)cc(OC)c1OC (centres undefined)	-11	1
Cc1ccc2occ(C3NC(C(=O)O)CS3)c(=O)c2c1 (centres undefined)	8	4
O=C(Nc1ccccc1)c1cccc(C(F)(F)F)c1	5	1
Cc1ccc(NC(=O)CCC(=O)NNS(=O)(=O)c2ccccc2)cc1C	-10	-1
CC(C)(C)c1ccc(C(=O)NCC(=O)OCC(=O)c2ccc3c(c2)-c2ccccc2C3)cc1	-30	-1
CCOC(=O)N/N=C/c1ccccc1OCc1ccc(Cl)cc1	8	2
CCC(=O)N1CC2(C1)CN(Cc1cccc(Cl)c1)[C@@H](CO)c1[nH]c3cc(OC)ccc3c12	8	-5
CC(=O)Nc1ccc(S(=O)(=O)NCc2cccnc2)cc1	-7	4
COc1ccc(NC(=O)COc2nsnc2N2CCOCC2)cc1	8	-1
CCNC(=S)Nc1cc(OCC)c(N2CCOCC2)cc1OCC	-1	-2
CCCC(=O)Nc1ccc(Cl)c(NC(=S)NC(=O)c2ccco2)c1	4	0
O=C(Cn1cnc(Cl)c1Cl)c1ccc(F)cc1	-5	-5
CC[C@@H]1C/C=C\C[C@@H](c2ccc(OC)cc2OC)NC(=O)[C@@H](C)CC(=O)N1	-8	-7
CCC(C)NC(=O)COC(=O)c1ccccc1OCC(=O)Nc1ccc(Br)cc1 (centres undefined)	24	2
C/C(=N\NC(=O)c1nn(C)c(C)c1Br)c1cccc(NC(=O)c2ccoc2C)c1	24	2
O=C(CSc1nc2ccccc2s1)Nc1ccc(Cl)c(S(=O)(=O)N2CCOCC2)c1	-31	1
Next section
SMILES	INS-1E GSIS act	FN deposition inh
Cn1cc(C(=O)N/N=C/C2=C(N3CCOCC3)C(=C\c3ccccc3)/CC2)ccc1=O	13	-3
O=C1CCCCn2cc(nn2)COC[C@H](c2ccccc2)N1	13	1
CC(SCC(=O)NC12CC3CC(CC(C3)C1)C2)C(=O)O (centres undefined)	2	-6
COc1ccc(CC(=O)OCC(=O)NCc2ccccc2Cl)cc1OC	38	2
COc1ccccc1CN(C)C[C@H]1OCc2ccccc2-c2ccccc2C(=O)N([C@@H](C)CO)C[C@H]1C	3	-5
CC(=O)c1c(C)[nH]c(C(=O)COC(=O)c2ccc3c(=O)n4c(nc3c2)CCC4)c1C	19	-1
Cc1ccc(N/N=C(\C#N)C(N)=S)c(C)c1	-23	-2
COc1ccc(NC(=O)Nc2ccc(F)c(Cl)c2)cc1	-25	0
O=C(CSc1nc2ccccc2s1)Nc1ccc2c(c1)oc1ccccc12	-5	-4

Single records, as listed above. Order of screens: INS-1E GSIS act	FN deposition inh
O=C(CSc1nc2ccccc2s1)Nc1ccc2c(c1)oc1ccccc12 reads -5	-4
Cc1ccc(N/N=C(\C#N)C(N)=S)c(C)c1 reads -23	-2
CC(=O)c1c(C)[nH]c(C(=O)COC(=O)c2ccc3c(=O)n4c(nc3c2)CCC4)c1C reads 19	-1

Some of the compounds tested, so the mix of outcomes need not match the whole.
